FID counter: compounds displacing fluorescent DNA intercalator, primary screen, artefact control for HCV NS3 helicase inhibitor project, biochemical, FID fluorescence. 290,000 tested, 0.17% active. inhibition, % at 7.9 µM. DNA fluorescent intercalator displacement; in the data active means inhibition above about 37%;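 further: 0% = vehicle and 100% = reference compound; higher means more ethidium bromide displaced from hairpin DNA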
NALP1 yeast inh: NALP1 inflammasome inhibitors in reconstituted yeast, colorimetric, S. cerevisiae, triplicate retest | AID 2071, 2009 | inhibition, % at 10 µM | 280,000 tested, 0.61% active | S. cerevisiae NALP1/ASC/caspase-1 growth, X-gal OD620, 72 h; in the data active means inhibition mostly above about 24%, no sharp cut-off; inactive means mostly below about 32%; further: some compounds called inactive have numbers as strong as hits
IMP-1 inh: IMP-1 metallo-beta-lactamase inhibitors, primary screen, biochemical, epi-absorbance readout, Pseudomonas aeruginosa enzyme. metallo-beta-lactamase IMP-1 (Pseudomonas aeruginosa). 290,000 tested, 0.45% active. inhibition, % at 5.6 µM. purified IMP-1, nitrocefin hydrolysis, epi-absorbance fluorescence. AID 1556, 2009;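 active means inhibition above the mean plus 3 SD of all compounds in the same screening run, cut at about 4.5% in these data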;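 further: 0% = IMP-1 with DMSO and 100% = DMSO wells lacking enzyme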
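System: purified IMP-1; amount: IMP-1 0.2 nM before substrate addition; compound: single dose, 5.6 µM; times: 25 °C, 15 min preincubation, 25 min reaction; signal: Epi-absorbance via hydrolysed-nitrocefin quenching of white-plate fluorescence, 480/530 nm, EDTA stop; benchmarks: DMSO with and without IMP-1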
MEKK2 mut-MEK5: MEK5 binding signal on mutant MEKK2 PB1, primary screen, biochemical, multiplex bead flow cytometry, Alexa488-MEK5; Alexa488-MEK5 binding to MEKK2 mutant; percent response, % at 10 µM; 290,000 tested, 0.35% active; AID 1530, 2009; in the data active means percent response above about 24%, passing the limit was not always enough; further: inactives centre near 1; some results filed as inactive read as strong as hits
UBC9 SUMO inh: inhibitors of in vitro SUMOylation cascade, primary screen, biochemical, HTRF, uHTS; SUMO-conjugating enzyme UBC9 (Homo sapiens), P63279; HTRF SUMOylation assay, SAE1/SAE2 + UBC9; inhibition, % at 35 µM; 290,000 tested, 0.36% active; in the data active means inhibition above about 50%, passing the limit was not always enough; further: strong numbers were not always called active
Target sequence (P63279 whole entry, looked up): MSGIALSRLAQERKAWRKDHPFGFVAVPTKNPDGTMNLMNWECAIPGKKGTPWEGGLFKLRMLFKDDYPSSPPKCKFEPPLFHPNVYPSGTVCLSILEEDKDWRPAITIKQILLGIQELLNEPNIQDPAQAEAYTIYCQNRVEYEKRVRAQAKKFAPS
MEKK2 WT-MEK5: modulators of MEK5 binding to wildtype MEKK2, primary screen, biochemical, multiplex bead flow cytometry, Alexa488-MEK5; Mitogen-activated protein kinase kinase kinase 2 (Homo sapiens), Q9Y2U5; Alexa488-MEK5 binding to MEKK2 WT; actives lie on both sides; binding response (% of control), % at 10 µM; 290,000 tested, 1.1% active; AID 1531, 2009; in the data active means binding response below about 67% or above about 130%
VIM-2 inhibitor: VIM-2 metallo-beta-lactamase inhibitors, primary screen, biochemical, epi-absorbance readout, Pseudomonas aeruginosa enzyme; purified VIM-2, nitrocefin hydrolysis, epi-absorbance fluorescence; inhibition, % at 5.6 µM; 290,000 tested, 0.89% active; AID 1527, 2009;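 active means inhibition above the mean of all tested compounds plus 3 SD, cutoff set per screening run, cut at about 7.5% in these data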;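 further: red hydrolysis product quenches plate fluorescence so inhibitors raise well fluorescence; 0% = enzyme with DMSO and 100% = DMSO without enzyme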
PfM18AAP inh: PfM18AAP inhibitors, malaria aminopeptidase, primary screen, biochemical, QFRET, recombinant enzyme. M18 aspartyl aminopeptidase (Plasmodium falciparum 3D7). H-Glu-NHMec fluorogenic cleavage. inhibition, % at 7.35 µM. 290,000 tested, 1.2% active;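 active means inhibition above the campaign mean inhibition over all tested compounds plus 3 SD, cut at about 28% in these data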;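 further: 0% = plate median of test compound wells and 100% = 2 mM ZnCl2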
NS3 helicase inh: inhibitors of HCV NS3 helicase, primary screen, biochemical, Cy5 molecular beacon fluorescence | Hepatitis C virus NS3 helicase | NS3 helicase DNA unwinding | inhibition, % at 10.9 µM | 290,000 tested, 0.56% active | AID 1800, 2009;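 active means inhibition above the mean of all tested compounds plus 3 SD, set per campaign, cut at about 35% in these data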;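 further: 0% = DMSO wells and 100% = thioflavine S control wells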
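Assay system: hepatitis C virus NS3 helicase domain fragment enzyme. Also added: annealed dual-labelled DNA beacon duplex, ATP-started. Timing: 1 h reaction at 25 °C, ATP-initiated. Technique: Cy5 fluorescence at 0 and 60 min, beacon hairpin quenching. Evaluation: % inhibition of unwinding. Replication: one well per compound.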
* marks the source's active call; other numbers are inactive results; nt = no result given. Not a hit list. About 4.7% of those tested had a hit in this group.

SMILES | FID counter | NALP1 yeast inh | IMP-1 inh | MEKK2 mut-MEK5 | UBC9 SUMO inh | MEKK2 WT-MEK5 | VIM-2 inhibitor | PfM18AAP inh | NS3 helicase inh
O=C(Nc1cccc(C(F)(F)F)c1)N1CCC(c2nc(-c3ccc(F)cc3)no2)CC1 | -8 | 6 | -4.0 | 24 | -53 | 173* | -3.1 | 4 | 16
COc1ccc(OC(=O)c2ccc3nsnc3c2)cc1 | -1 | 15 | -2.2 | 2 | 10 | 104 | -0.5 | 7 | 7
Cc1nc2sc3c(=O)[nH]nnc3c2c(C)c1Br | -7 | 9 | 0.4 | 2 | -16 | 104 | 11* | -10 | 11
CCOc1ccc(C2C(C(=O)c3ccco3)=C(O)C(=O)N2CCCn2ccnc2)cc1OCC (stereo not drawn) | -13 | -1 | -0.2 | 8 | 9 | 107 | 0.3 | 16 | -11
Cc1sc(NC(=O)c2ccccc2)c(C(=O)NC(C)C)c1C | -1 | 6 | -3.8 | -1 | 31 | 99 | 1.2 | 5 | 4
CCc1ccc(N2CC(C(=O)Nc3cccnc3)CC2=O)cc1 (stereo not drawn) | -6 | 8 | 3.8 | nt | 12 | nt | -0.1 | 5 | -3
O=S(=O)(NCCc1cn2ccccc2n1)c1ccc2c(c1)OCCO2 | -1 | nt | -1.5 | 9 | 5 | 112 | -0.9 | -12 | -4
COc1ccc(NC(=O)CSc2ncnc3c2cnn3CCc2ccccc2)cc1 | -5 | 11 | -1.5 | 2 | 2 | 102 | -0.6 | 0 | 5
Cc1ccc(/C=C2\SC(=S)N(c3cccnc3)C2=O)o1 | -10 | nt | 5.9* | -4 | 70 | 77 | 0.7 | 31* | 17
COc1ccc(CCNC(=O)c2ccc(CSc3ccccc3)o2)cc1 | -18 | -19 | -1.7 | -3 | 5 | 91 | 0.7 | -7 | -7
CCC(C)(C)C1CCc2nc3ccccc3c(C(=O)OC(C)C(=O)Nc3c(C)n(C)n(-c4ccccc4)c3=O)c2C1 (stereo not drawn) | -20 | 23 | -3.1 | 2 | -2 | 101 | -1.6 | -1 | -24
COc1ccc(N2CCN(CC(O)COc3ccc(C)cc3C)CC2)cc1 (stereo not drawn) | 12 | 31 | -0.3 | -3 | -9 | 99 | 0.9 | 0 | -47
CC(=O)N1C(Nc2ccc(Cl)cc2)CCN1c1ccccc1 (stereo not drawn) | 1 | 36 | -2.6 | -3 | -7 | 93 | -1.8 | -1 | 2
O=C(c1cccs1)N(Cc1cc2ccccc2[nH]c1=O)CC1CCCO1 (stereo not drawn) | -18 | -10 | -2.7 | 0 | 12 | 101 | -0.6 | 3 | -1
CC(CC(=O)N1CCc2ccccc21)c1ccccc1 (stereo not drawn) | -14 | 3 | -3.6 | 7 | 0 | 104 | -3.8 | 0 | -2
O=C(Nc1cc(S(=O)(=O)Nc2ccccc2Cl)ccc1O)c1sc2cc(Cl)ccc2c1Cl | -3 | 15 | -1.6 | 5 | 27 | 105 | -3.6 | 1 | 8
O=C1S/C(=C/c2ccc(N3CCOCC3)o2)C(=O)N1Cc1c(F)cccc1Cl | -2 | 27 | -2.7 | -4 | 0 | 95 | -3.2 | 2 | -5
CCOc1ccccc1C1C2CCCCC2(O)CCN1C(=O)c1cccs1 (stereo not drawn) | -33 | 17 | -3.0 | 10 | 8 | 112 | -3.7 | -11 | -3
CCC(=O)Nc1cccc2cccnc12 | 1 | 9 | -1.4 | -1 | 13 | 101 | -1.2 | -7 | -9
COc1ccc(S(=O)(=O)N/N=c2\oc3c(OC)cccc3cc2S(=O)(=O)c2ccc(C)cc2)cc1OC | 0 | 4 | -1.8 | 3 | -23 | 98 | -1.5 | -7 | -20

As entered above:
`CCC(=O)Nc1cccc2cccnc12` in PfM18AAP inh is entered as -7
`CCOc1ccccc1C1C2CCCCC2(O)CCN1C(=O)c1cccs1` (stereo not drawn) in NS3 helicase inh is entered as -3

The listing continues.
SMILES | FID counter | NALP1 yeast inh | IMP-1 inh | MEKK2 mut-MEK5 | UBC9 SUMO inh | MEKK2 WT-MEK5 | VIM-2 inhibitor | PfM18AAP inh | NS3 helicase inh
COC(=O)/C=C1\SC(=NC(=O)c2ccc(OC)cc2)NC1=O | -23 | 16 | 1.9 | 0 | -21 | 102 | -1.5 | 2 | 3
O=C(Cc1ccc(Br)cc1)N1CCN(c2ccccc2)CC1 | -17 | -12 | 1.9 | 0 | 10 | 100 | -5.0 | -12 | -6
COC(=O)c1cc2occc2n1CC(=O)Nc1ccc(C)cc1C | -7 | 8 | -1.1 | 8 | -10 | 108 | -2.4 | 8 | 21
CCCn1c(N)c(N(CCOC)C(=O)c2cc(S(=O)(=O)N3CCCCCC3)ccc2OC)c(=O)[nH]c1=O | -18 | 21 | -1.8 | 0 | 1 | 104 | -1.1 | 1 | 7
O=C(Nc1ccccc1)c1ccc(S(=O)(=O)NCC2CCCO2)cc1 (stereo not drawn) | -6 | 8 | -2.3 | 5 | 16 | 105 | -1.6 | -16 | 1
CCN(CC)CCCNC(=O)CNC(=O)c1nn(-c2ccc(OC)cc2)c(=O)c2ccccc12 | 13 | 10 | -2.1 | -15 | 12 | 81 | -1.2 | -4 | 1
O=C(c1cccc(S(=O)(=O)N2CCCCC2)c1)N1CCN(c2ccccc2)CC1 | -48 | 6 | -1.5 | 1 | 2 | 103 | -1.1 | -6 | -6
O=C(CN(Cc1ccc(F)cc1)C(=O)CCC(=O)Nc1nccs1)NCc1ccccc1 | -32 | -13 | -1.4 | -4 | 2 | 99 | -3.0 | 3 | -2
O=C(O)c1cc([N+](=O)[O-])ccc1C(=O)Nc1ccccc1 | -1 | -2 | -2.3 | 0 | 2 | 96 | -3.1 | -8 | 10
CN1CCCC(OC(=O)c2cc(F)c(F)c(F)c2F)C1 (stereo not drawn) | 1 | 28 | -0.4 | 1 | 5 | 103 | 1.0 | -17 | 7
Cc1ccccc1OCc1nc2ccccc2n1C | -16 | 29 | -2.5 | 0 | 11 | 99 | -1.5 | 4 | -5
CCN(CC)C(=O)CCS(=O)(=O)c1cccc2nonc12 | -1 | 11 | -2.2 | -14 | 22 | 86 | -3.1 | 4 | -13
CSc1oc(-c2ccccc2)nc1C(N)=O | -3 | nt | -3.0 | -2 | nt | 104 | -3.1 | 5 | 7
Cc1ccc(C(=O)Nc2cccc(C(=O)N3CCOCC3)c2)cc1 | -7 | -2 | 1.1 | -3 | 1 | 99 | 0.8 | -7 | 1
CCCc1cc(C(=O)Nc2ccc(C(C)=O)cc2)no1 | -4 | 27 | -0.7 | 6 | -9 | 104 | -5.6 | 0 | -3
O=S(=O)(c1ccccc1)c1nc(-c2ccco2)oc1NCCCn1ccnc1 | 4 | 20 | -2.3 | 3 | 11 | 96 | 2.6 | -4 | -1
COc1ccccc1C1CCN(C(=O)c2cnn(-c3ccccc3)c2C)CC1 | -41 | 0 | -3.3 | -8 | 3 | 96 | -3.4 | -1 | -1
CSc1ncccc1C(=O)NC1CCCc2c1cnn2-c1ccc(C)c(C)c1 (stereo not drawn) | -59 | 16 | -3.3 | 1 | 19 | 103 | 5.0 | -10 | -2
CCc1nnc(NC(=O)C2CCCN2S(=O)(=O)c2ccccc2)s1 (stereo not drawn) | -11 | 12 | -2.6 | 6 | -29 | 103 | 0.2 | 2 | -4
CC(C)C(OC(=O)CCC(=O)Nc1nccs1)C(=O)NC1CCCCC1 (stereo not drawn) | -12 | -7 | -1.8 | -9 | 2 | 91 | -1.2 | -18 | 24
Cc1ccc(C)c2nc(Cl)c(C#N)cc12 | 3 | 12 | -4.2 | -11 | 7 | 97 | 1.1 | -13 | -8
CCn1cc(CNC(=O)c2ccc(Cl)c([N+](=O)[O-])c2)c(C)n1 | -7 | 36 | 0.1 | -7 | 1 | 96 | 0.0 | 6 | 36*
CS(=O)(=O)c1ncc(Cl)c(C(=O)Nc2ccc(OC(F)F)cc2)n1 | 5 | 6 | -1.6 | 8 | 1 | 109 | -1.6 | -58 | -5
COc1ccc(/C=N/Nc2ncc(Br)cn2)c(OC)c1 | -3 | 8 | -0.1 | -8 | 6 | 93 | -2.0 | 38* | -12
COC(=O)c1cn(NC(=O)Cc2ccc(Cl)cc2)c(=O)c2ccccc12 | -7 | 16 | -1.3 | 2 | 6 | 97 | -4.2 | 4 | -1
Cc1cc(NC(=O)COC(=O)c2cccc(S(=O)(=O)N(C)C3CCCCC3)c2)no1 | -26 | nt | -2.4 | 2 | -1 | 102 | -2.5 | 5 | -4
CC(=O)c1ccc(N(C(=O)CNC(=O)c2ccco2)C(C(=O)NCC2CCCO2)c2ccccc2)cc1 (stereo not drawn) | -28 | -16 | -1.5 | -7 | 18 | 98 | -4.1 | 1 | -6
COc1ccc(C(=O)NC(=S)Nc2ccccc2N2CCN(S(C)(=O)=O)CC2)cc1OC | -23 | 2 | -3.1 | 3 | 9 | 102 | -3.3 | 5 | -9
COc1ccc2c(C)cc(N3CCCCCC3)nc2c1 | 1 | 16 | -1.7 | -15 | -11 | 91 | -1.1 | 2 | -4
CCC(=O)n1nc(-c2ccccc2)nc1SCC(=O)Nc1ccc(C)cc1 | -1 | 20 | -0.8 | -4 | 6 | 101 | -0.8 | 1 | -1
Cc1ccc(CNC(=O)c2ccc(N3CCC4(CC3)CC(c3ccccc3)=NO4)c(NC(=O)c3ccc(Br)cc3)c2)cc1 | -12 | 6 | -3.1 | -8 | 1 | 85 | -1.1 | 5 | 1
O=C1CN(C(=O)CSc2nnc(-c3ccccc3)n2Cc2ccc3c(c2)OCO3)c2ccccc2N1 | -32 | 6 | -3.4 | 9 | 4 | 108 | -2.9 | 6 | -8
CC(=O)Nc1ccc(NC(=O)CCCc2ccccc2)cc1 | -8 | 24 | -2.6 | 12 | 13 | 109 | -0.6 | 1 | 2
O=C(NC1CCSC1=O)c1ccccc1 (stereo not drawn) | -5 | -1 | -1.9 | -2 | -11 | 91 | -2.8 | -2 | 4
CC(N)(C(=O)O)c1cccc(OCc2cccc(Cl)c2)c1 (stereo not drawn) | -4 | 4 | -3.0 | -1 | 8 | 94 | -3.3 | 0 | -2
Cc1nc2ccccc2nc(C)c1=NO | 0 | 21 | -0.9 | 2 | 29 | 101 | 1.6 | 5 | -9

Results in IMP-1 inh, FID counter and MEKK2 mut-MEK5, for some of the entries so far:
SMILES | IMP-1 inh | FID counter | MEKK2 mut-MEK5
O=C(NC1CCSC1=O)c1ccccc1 (stereo not drawn) | -1.9 | -5 | -2
CC(N)(C(=O)O)c1cccc(OCc2cccc(Cl)c2)c1 (stereo not drawn) | -3.0 | -4 | -1
